PfHsp40 rescue = compounds rescuing yeast from Plasmodium falciparum HSP40 toxicity; AID 504582; growth rescue, % at 12.5 µM; S. cerevisiae expressing PfHsp40, growth rescue, ATP luminescence; 340,000 tested, 0.68% active; in the data active = growth rescue above about 28%, passing the limit was not always enough; inconclusive = no clear call, values can overlap the other calls;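 also: yeast W303a lacking pdr1 and pdr3 grown in galactose medium; growth measured after three days at 30 °C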
Mtb FBA inh = inhibitors of M. tuberculosis fructose-bisphosphate aldolase. AID 588726. inhibition, % at 1 µM. P9WQA3. purified M. tuberculosis FBA, fluorescence read-out. 360,000 tested, 2.3% active; in the data active = inhibition above about 27%;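 also: 0% = vehicle and 100% = reference inhibitor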
Target sequence (P9WQA3 whole entry, looked up): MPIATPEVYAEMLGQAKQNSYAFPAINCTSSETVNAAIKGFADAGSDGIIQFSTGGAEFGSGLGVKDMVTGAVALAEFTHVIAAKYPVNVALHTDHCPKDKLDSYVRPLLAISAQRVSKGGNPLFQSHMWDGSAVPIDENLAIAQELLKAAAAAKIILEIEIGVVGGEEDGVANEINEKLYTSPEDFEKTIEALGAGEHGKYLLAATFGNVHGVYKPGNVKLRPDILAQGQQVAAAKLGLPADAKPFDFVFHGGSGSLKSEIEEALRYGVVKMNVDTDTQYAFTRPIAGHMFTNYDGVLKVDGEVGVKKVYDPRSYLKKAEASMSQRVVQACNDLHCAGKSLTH
Anthrax LF prot = blocks Bacillus anthracis lethal factor protease | multiplex microsphere protease cleavage assay, LF | inhibition, % at 10 µM | 360,000 tested, 0.12% active; also: plate controls were buffer without enzyme for full effect and enzyme alone for no effect
Mtb BioA inh = BioA (M. tuberculosis) enzyme inhibition | purified M. tuberculosis BioA enzyme, plate reader | inhibition, % at 9.99 µM | 360,000 tested, 0.096% active; in the data active = inhibition above about 40%; inconclusive = no clear call, values can overlap the other calls
UGM FP inh = blocks M. tuberculosis UGM enzyme. P9WIQ1. purified UGM, fluorescence polarization probe displacement. inhibition, % at 10 µM. 320,000 tested, 0.06% active; in the data active = inhibition above about 10%, passing the limit was not always enough; inconclusive = no clear call, values can overlap the other calls
Target sequence (P9WIQ1 whole entry, looked up): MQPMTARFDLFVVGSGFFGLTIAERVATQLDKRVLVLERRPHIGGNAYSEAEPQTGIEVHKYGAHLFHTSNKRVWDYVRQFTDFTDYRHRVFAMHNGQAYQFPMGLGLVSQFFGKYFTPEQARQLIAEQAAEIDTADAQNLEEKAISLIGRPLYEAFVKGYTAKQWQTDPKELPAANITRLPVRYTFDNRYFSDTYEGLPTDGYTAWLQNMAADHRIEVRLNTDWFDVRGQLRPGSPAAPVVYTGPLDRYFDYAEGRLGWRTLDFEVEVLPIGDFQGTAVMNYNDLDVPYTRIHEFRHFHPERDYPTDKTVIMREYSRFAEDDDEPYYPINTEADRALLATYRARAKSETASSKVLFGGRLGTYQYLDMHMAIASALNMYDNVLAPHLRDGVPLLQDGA
FadD28 binding = M. tuberculosis FadD28 bisubstrate binding inhibition | FadD28 bisubstrate probe binding, fluorescence polarization | inhibition, % at 12.5 µM | 360,000 tested, 0.22% active | AID 588549; in the data active = inhibition above about 8.5%, passing the limit was not always enough; inconclusive = no clear call, values can overlap the other calls
BoNT F protease = BoNT F light chain protease inhibition. Multiplex microsphere protease cleavage assay, flow cytometry. inhibition, % at 10 µM. 360,000 tested, 0.22% active; in the data active = inhibition above about 35%, passing the limit was not always enough; inconclusive = no clear call, values can overlap the other calls; also: plate controls were buffer without enzyme for full effect and enzyme alone for no effect
GDH-TPI inh = GDH-TPI coupled enzyme inhibition counter-screen. 360,000 tested, 1.2% active. inhibition, % at 4.8 µM. AID 588335. GDH-TPI coupled enzyme counterscreen, NADH absorbance; in the data active = inhibition above about 30%;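 also: 0% = DMSO wells and 100% = wells lacking the enzyme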
BoNT A protease = blocks Botulinum neurotoxin A light chain protease. multiplex microsphere protease substrate cleavage, flow cytometry. 360,000 tested, 0.17% active. inhibition, % at 10 µM; also: plate controls were buffer without enzyme for full effect and enzyme alone for no effect
* = called active by the depositor; ? = inconclusive; nt = not tested or not shown. Rule as the data show it, unless noted: active = inhibition above about 30%; inconclusive = no clear call, values can overlap the other calls; inactive = below that.

Below each compound – PfHsp40 rescue, Mtb FBA inh, Anthrax LF prot, Mtb BioA inh, UGM FP inh, FadD28 binding, BoNT F protease, GDH-TPI inh, BoNT A protease
> O=C(C1Cc2ccccc2CN1S(=O)(=O)c1ccc(F)cc1)N1CCCCCC1 (stereo unspecified)
  -0.9, 3.4, -0.4, -1.8, 0.5, -0.8, -9.9, 5.5, 0.1
> CCCS(=O)(=O)c1c(S(=O)(=O)CCC)c2ccc(C(N)=O)cn2c1C(=O)c1ccc(F)cc1
  -0.7, 8.3, -2.0, -0.5, -0.5, 0.6, -3.8, 2.9, -1.1
> CCC(C)NC(=O)CCc1nnc2ccc(N3CCC(C)CC3)nn12 (stereo unspecified)
  -0.3, 6.6, -11.9, 0.5, 0.8, -0.1, -9.6, 8.6, 0.6
> CC(=O)Nc1ccc(-c2csc(N/N=C(/C)c3ccccc3)n2)cc1
  89.9*, 1.2, 4.6, nt, -0.3, 2.9, -8.8, 6.6, 0.9
> O=C(Nc1ccncc1)c1cc(S(=O)(=O)N2CCCCC2)ccc1Cl
  -0.9, -1.1, nt, 0.9, -4.5, -2.1, nt, 9.5, nt
> Nc1nc(CSc2nc3ccccc3s2)nc(N2CCCCC2)n1
  4.1, -1.4, -9.3, -0.2, 0.1, -4.1, -10.5, 10.0, -0.3
> Cc1ccc(CN2CCCN(Cc3ccccc3C)S2(=O)=O)cc1
  1.3, 1.8, -5.6, 0.2, -0.1, 0.6, 0.5, 7.1, -1.6
> CN(Cc1ccccc1)c1ncnc2ccc(Br)cc12
  -0.2, -3.8, -3.9, 5.4, -2.8, -10.1, 12.6, 21.2, 0.8
> O=C1CC2(CCCC2)C(=O)N1c1ccc(S(=O)(=O)NCC2CC2)cc1Cl
  0.0, -2.9, -7.8, -0.3, 1.8, -3.4, -8.1, 2.9, -0.8
> CNC(=O)/C(=C\c1ccc([N+](=O)[O-])cc1)NC(C)=O
  -1.4, -0.8, 3.6, nt, -0.2, -0.5, 8.1, 18.8, -0.2
> CC1(C)CC(=O)C(C(=O)Cc2ccccc2[N+](=O)[O-])C(=O)C1
  29.1*, -3.4, 2.2, 0.1, -1.1, -0.9, -2.2, 3.7, 0.4
> O=C(CNC(=O)c1ccc(Br)cc1)Nc1ccc(Br)cc1C(=O)c1ccccc1
  3.7, -5.0, 1.5, nt, 4.3, -1.1, -2.5, 1.5, -1.4
> O=C(N/N=C/c1ccc([N+](=O)[O-])o1)c1cn2ccc3ccccc3c2n1
  0.3, -26.0, -7.2, nt, 1.1, -3.6, ?, -1.5, 0.4
> CC(=O)NC(CC(=O)Nc1ccc(S(=O)(=O)N2CCCC2)cc1)c1ccccc1 (stereo unspecified)
  -1.0, -3.3, -1.4, nt, -1.4, -2.4, -5.5, 4.6, 0.8
> COc1ccc(-c2nc(CSCC(=O)NCC3CCCO3)c(C)o2)cc1OC (stereo unspecified)
  0.1, 10.3, -11.6, -0.3, -2.4, 0.2, -8.8, 9.1, -0.5
> O=C(NC(=S)NCCO)c1cn(-c2ccccc2)nc1-c1ccccc1
  0.3, 4.4, -3.7, -4.4, 2.7, -2.0, -4.0, 0.3, -0.1
> Oc1ccccc1/C=N/NP(=S)(c1ccccc1)c1ccccc1
  1.5, 1.2, -1.7, nt, -1.0, -2.2, 1.4, 6.3, -0.5
> CCn1c(=O)c(C(=O)CN(C)CC(=O)Nc2cccc(F)c2)c(N)n(Cc2ccccc2)c1=O
  0.1, 0.8, -5.3, 18.0, -2.4, -12.6, -8.7, -8.2, -0.9
> CC(C)OC(=O)CSc1nc2c(c(C3CC=CCC3)c1C#N)CCC2 (stereo unspecified)
  3.3, -2.3, -3.1, -1.7, -0.9, 0.2, -1.9, -0.2, 0.1
> COc1ccc(C2(CN(C(C)=O)C(C)=O)CCCC2)cc1OC
  -1.3, 1.6, -3.7, nt, -2.7, -5.0, -3.5, -7.4, 0.4

Additional compounds follow.
Below each compound – PfHsp40 rescue, Mtb FBA inh, Anthrax LF prot, Mtb BioA inh, UGM FP inh, FadD28 binding, BoNT F protease, GDH-TPI inh, BoNT A protease
> COc1ccc(-c2cc3ccccc3[nH]2)cc1
  -0.3, 29.1*, -7.2, -1.2, -1.8, -2.3, -13.6, 0.5, -3.1
> CSc1ccc(NC(=O)CSc2nc3[nH]c(=O)cc(O)c3s2)cc1
  -0.6, 0.1, 0.6, -1.3, -3.5, 1.8, 3.4, 9.2, 3.7
> Cc1cc(C)c2c(c1)/C(=N/NC(=O)c1ccc(O)cc1)CCC2
  -0.4, -0.9, -2.8, nt, -1.5, 0.7, -4.3, 5.8, -1.0
> Cc1ccc(CN2CCSc3ccc(C(=O)NC4CCN(Cc5ccccc5)CC4)cc32)cc1
  -1.3, 10.3, -2.3, -1.4, -1.1, -1.2, -1.4, 9.2, 0.0
> CC(CCc1ccc(O)cc1)N(C)CCc1ccccc1 (stereo unspecified)
  -0.9, 1.2, -3.7, 0.2, -4.0, -0.2, -6.7, -7.9, -0.5
> COc1cccc(C(=O)C2CCCN(C3CCOCC3)C2)c1 (stereo unspecified)
  -1.2, 0.5, 1.2, -1.6, 0.4, -2.7, 0.1, -1.3, 0.0
> COc1cc(/C=N/NC(=S)Nc2cccnc2)cc(OC)c1OC
  -1.2, 0.5, 4.5, nt, 2.2, -1.1, 5.4, 15.1, 1.0
> CCCN1CCC(=O)N([C@H](CO)Cc2ccccc2)CC1
  -1.0, 1.2, -0.5, -1.0, -2.4, -3.7, -8.2, -3.4, 0.5
> CC(C)Oc1ccc(C(=O)NCCCNC(=O)c2cccnc2)cc1
  -0.9, -2.6, -0.6, 5.7, -0.3, -2.9, -1.1, -4.5, -1.3
> CC(Oc1ccccc1)c1ccnc(N)n1 (stereo unspecified)
  -0.5, -2.4, -4.7, 1.3, 1.5, 0.3, -6.0, -1.9, -0.5
> C=CCn1c(SCC(=O)Nc2ccc(F)cc2)nc2ccccc2c1=O
  -2.3, 0.8, 7.0, 2.0, 1.6, -0.7, ?, 2.3, -1.2
> Cc1cc(C)n(CCC(=O)N/N=C/c2ccc(Br)c([N+](=O)[O-])c2)n1
  -0.7, -1.7, 3.7, -1.1, 0.0, -0.4, 2.6, -2.6, 0.5
> COc1cc(CN2CCN(Cc3ccc(SC)cc3)CC2)cc(OC)c1O
  -1.3, -0.1, 0.9, nt, -1.2, -3.4, -8.9, -1.3, 0.0
> O=C(NC(=S)N1CCN(c2ccc([N+](=O)[O-])cc2)CC1)c1ccccc1
  0.0, -1.4, 5.3, nt, 0.2, -0.8, 2.2, 0.6, -0.4
> O=C(c1cc(-c2cccc(O)c2)on1)N1CCc2ccccc2C1
  -1.1, -0.4, 1.3, 4.3, 1.7, -0.6, -13.3, 3.0, -0.4
> Cc1ccc(-c2nnc(-n3ncc(C#N)c3N)c3ccccc23)cc1C
  0.1, -0.2, 0.4, nt, 1.3, 0.1, 1.7, 6.0, -0.3
> NNC(=O)CN1C(c2ccc(Br)cc2)=Nc2ccc(Br)cc2C1c1ccccc1 (stereo unspecified)
  -0.2, 2.1, -1.9, -1.6, 3.4, -2.1, -11.6, 8.5, 0.1
> CCOC(=O)c1cnc2c(-c3ccc(Cl)cc3)c(C)nn2c1N
  0.3, 1.3, 0.7, 8.1, 0.8, 0.3, 0.0, 0.9, -1.7
> C/C(CCC1CC(C)(C)OC1=O)=N\NC(N)=S (stereo unspecified)
  0.4, -2.4, -26.0, nt, 4.8, -2.5, ?, -8.3, ?
> O=C1C(Cl)=C(N2CCC(C(=O)O)CC2)C(=O)c2ccccc21
  0.9, 2.5, -8.8, nt, -1.5, 1.6, -11.9, 11.4, -1.0

(more compounds)
Below each compound – PfHsp40 rescue, Mtb FBA inh, Anthrax LF prot, Mtb BioA inh, UGM FP inh, FadD28 binding, BoNT F protease, GDH-TPI inh, BoNT A protease
> COc1ccc(-c2noc(N3CCC(C(=O)Nc4cc(OC)ccc4OC)CC3)n2)cc1
  0.1, -2.8, -2.2, -1.1, -1.3, -2.9, -6.1, 6.7, -0.4
> CC(=O)N1CCN(S(=O)(=O)c2ccc(C)cc2)C1C (stereo unspecified)
  0.1, 7.7, ?, -2.0, -0.2, -0.1, ?, 8.0, ?
> CSc1nc(-c2ccccc2)nc(C(Cl)Cl)n1
  -0.6, 1.5, -4.9, -1.2, -2.3, -1.3, 0.0, 0.0, 1.3
> COc1ccc(/C=C/C(=O)Nc2ccc3nc4n(c(=O)c3c2)CCCC4)cc1
  -0.2, -1.4, 1.7, nt, -1.6, -5.9, -5.6, 17.8, -0.3
> COCCC(=O)N1CCC(n2nccc2NC(=O)CCc2ccccc2)CC1
  -0.2, 0.6, -1.5, 0.2, -0.7, 0.2, -6.3, -6.5, -1.5
> N#CCCn1cc(/C=C(\C#N)c2nc3ccccc3s2)c(-c2ccc(F)cc2)n1
  -0.3, 2.4, 1.5, -1.2, -0.7, -3.1, -4.5, 5.5, 0.3
> COc1ccc(Cl)cc1C(=O)NNC(=O)c1cccnc1
  -1.8, 0.1, 1.2, nt, -0.2, -1.3, -1.2, 24.6, -1.1
> Cc1nc2cc(-c3ccsc3-n3c(C)ccc3C)[nH]n2c(=O)c1Cl
  -0.1, 3.0, -3.7, -0.2, -1.5, 7.4, -17.2, 12.9, 0.0
> CCCn1c2ccccc2c2cnn(CC(=O)NC3CCCCC3C)c(=O)c21 (stereo unspecified)
  -0.6, 5.0, -0.5, -1.8, 0.7, -1.9, 2.3, 1.5, 1.7
> CCNC(=O)CC1C(=O)N(c2ccc(OC)cc2)C(=S)N1CCc1ccncc1 (stereo unspecified)
  -1.0, -4.0, 3.0, nt, -3.0, -0.7, 3.0, 3.1, 1.3
> COc1ccc(CNC(=O)c2ccc(Cn3nc(C)c([N+](=O)[O-])c3C)o2)cc1
  0.0, 1.2, -1.8, nt, -1.1, -1.5, -1.6, 0.0, 0.4
> O=C(COC(=O)c1ccc([N+](=O)[O-])cc1)NC12CC3CC(CC(C3)C1)C2
  1.3, 0.1, 0.6, -1.3, -0.3, -1.9, -4.2, -4.8, 0.3
> O=[N+]([O-])c1cccc(N(CC(O)CN2CCCC2)S(=O)(=O)c2ccccc2)c1 (stereo unspecified)
  0.0, -0.7, -6.7, 2.6, -1.9, -1.2, -23.5, -2.8, 1.0
> Cc1nccn1-c1ccc(NC(=O)[C@H]2O[C@@H](n3cnc4c(N)ncnc43)[C@H](O)[C@@H]2O)cc1
  nt, 0.8, 0.8, 0.3, nt, 0.9, -4.8, nt, -0.5
> CCOc1ccc(/C=N/NS(=O)(=O)c2ccc(C)cc2)cc1OC
  -0.8, -0.2, -8.9, 0.2, 0.6, -1.7, -25.6, 12.3, 0.6
> Cc1ccc(CN2CCN(C3CCOCC3)CC2CCO)cc1 (stereo unspecified)
  0.3, -1.6, 1.5, 6.9, -0.8, 0.0, 2.3, 1.9, -0.7

Fetched one by one from the list above (two):
Below each compound – PfHsp40 rescue, Mtb FBA inh, Anthrax LF prot, Mtb BioA inh, UGM FP inh, FadD28 binding, BoNT F protease, GDH-TPI inh, BoNT A protease
> N#CCCn1cc(/C=C(\C#N)c2nc3ccccc3s2)c(-c2ccc(F)cc2)n1
  -0.3, 2.4, 1.5, -1.2, -0.7, -3.1, -4.5, 5.5, 0.3
> Cc1nc2cc(-c3ccsc3-n3c(C)ccc3C)[nH]n2c(=O)c1Cl
  -0.1, 3.0, -3.7, -0.2, -1.5, 7.4, -17.2, 12.9, 0.0
